# NCI-60 one-dose screen, 48 h, at 10 µM unless noted. Numbers give growth in % (100 = growth as untreated, 0 = no growth, -100 = all killed).
# DU-145: DU-145 prostate cancer | 4.2% of 81,000 active
# SF-268: SF-268 CNS cancer cells; 3.1% of 82,000 active
# U251: U251 CNS tumor cells; AID 1794753; 5.4% of 80,000 active
# SK-OV-3: SK-OV-3 ovarian cancer cells | 3.2% of 80,000 active
# OVCAR-5: OVCAR-5 ovarian cancer | 2.9% of 82,000 active
# PC-3: PC-3 prostate cancer cells | 3.9% of 80,000 active
# OVCAR-3: OVCAR-3 ovarian cancer; 7% of 79,000 active
# OVCAR-4: OVCAR-4 ovarian cancer cells | 3.7% of 80,000 active
# OVCAR-8: OVCAR-8 ovarian cancer; 4.4% of 81,000 active
# * marks the source's active call; other numbers are inactive results; . = not tested or not shown; & = joins results of further samples; [ ] = another dose, or the depositor's remark. Rule for the calls: active = growth percent below 10; inactive = the rest. No enrichment for hits; overall some 9.5% were active at least once.
SMILES,DU-145,SF-268,U251,SK-OV-3,OVCAR-5,PC-3,OVCAR-3,OVCAR-4,OVCAR-8
CCCCC(CC)COC(=O)/C=C/c1cccc2c1C(=O)NC(C)(c1cc3cc4ccccc4cc3oc1=O)N2 (stereo not given),96,99,61,104,95,76,111,98,89
CC(=O)Nc1ccc(-n2cnc3cc(-c4ccc(O)cc4)ccc32)cc1C(F)(F)F,23,22,18,56,38,45,25,41,16
CN(C)CCCCC(C(=O)CBr)(c1ccccc1)c1ccccc1,31,49,42,79,45,52,-44*,12,26
O=C(O)CCC1CCC(=O)O1 (stereo not given),.,98,108,105,99,101,115,108,99
O=C(COc1cc(Cl)c(Cl)cc1Cl)OCCOc1cc(Cl)c(Cl)cc1Cl,116,110,99,.,108,84,113,113,106
CCOC(=O)N/N=C/C=N/NC(=O)OCC,120,111,97,109,110,101,116,107,97
CC(=O)N(N=Nc1ccccc1)c1cccc2ccccc12,9.9*,93,82,83,76,68,125,95,84
CS(=O)(=O)c1ccc(-c2cc3c(oc2=O)-c2ccccc2OC3O)cc1 (stereo not given),87,97,98,93,98,90,88,94,96
CC(C)(C)NC(=O)NC(=O)CN1C(=O)NC(C)(c2ccc(Cl)cc2Cl)C1=O (stereo not given),105,106,103,105,107,89,98,106,34
Cc1nc(OCc2ccccc2)c(C#N)c2c1CCCC2,103,86,69,91,83,84,78,89,92
N#CCCN(CCO)c1ccccc1,116,111,101,101,108,87,105,.,102
N#C/C(=C\c1c(F)c(F)c(F)c(F)c1F)c1cc2ccccc2[nH]1,103,100,96,.,114,90,109,95,94
CCCCOC(=O)/C=C\C(=O)NC(N)=O,91,97,96,111,93,83,88,93,71
N=c1c2c(-c3ccccc3)c(-c3ccccc3)oc2ncn1NC(=O)c1ccc(Cl)cc1,94,86,100,89,103,78,99,82,96
COc1ccc2cc(C(=O)c3cn(-c4ccc(Cl)cc4)nc3C(C)=O)ccc2c1,101,91,96,98,96,82,84,93,98
Cc1ccc(S(=O)(=O)c2nc(S(=O)(=O)NCc3ccccc3)sc2N2CCOCC2)cc1,108,91,96,86,97,95,.,102,95
O=C(/C=C/c1ccccc1)Nc1ncc(Cc2ccccc2)s1,16,39,9.1*,15,19,23,-34*,14,24
O=C1CSC(=S)N1/N=C\c1c(O)ccc2ccccc12,98,75,74,94,85,74,79,77,91
CN(C)c1ccc(/C=C(\C#N)c2nc3ccccc3s2)cc1,120,102,106,111,109,105,119,91,99
CN1C(=O)N(C)C2Nn3c(s/c(=C\c4ccc(Cl)cc4Cl)c3=O)=NC21 (stereo not given),30,61,61,.,64,39,31,68,69
O=C(CSc1nnc(CN2CCN(c3cc4c(cc3F)c(=O)c(C(=O)O)cn4C3CC3)CC2)o1)c1cccc(Br)c1,103,92,92,82,104,72,98,84,.
Cc1c(-c2nnc(-c3ccccc3O)o2)nnn1-c1ccc([N+](=O)[O-])cc1,108,93,95,85,96,88,115,107,96
COC(=O)c1nc(=S)[nH]c(C(=O)OC)c1C(=O)c1ccc([N+](=O)[O-])cc1,123,124,109,159,106,94,125,110,115
OC(c1ccc(Cl)cc1)(c1ccc(Cl)cc1)C(F)(F)Cl,107,97,92,82,100,90,103,80,96
c1ccc([P+](c2ccccc2)(c2ccccc2)c2ccc3c4ccc([P+](c5ccccc5)(c5ccccc5)c5ccccc5)c5cccc(c6cccc2c63)c54)cc1,19,24,14,-7.2*,24,18,19,24,14
# Following part.
SMILES,DU-145,SF-268,U251,SK-OV-3,OVCAR-5,PC-3,OVCAR-3,OVCAR-4,OVCAR-8
CCN(CC)CC(C)(C)C(=O)/C=C/c1ccc(Cl)c(Cl)c1,-62*,0.0*,-46*,43,-43*,-34*,-66*,30,-22*
O=C(Nc1ccc(Oc2ccc(NC(=O)Nc3ccc([N+](=O)[O-])cc3)cc2)cc1)Nc1ccc([N+](=O)[O-])cc1,17,20,18,13,6.6*,.,8.3*,35,10
COc1ccc(/C=N/NC(=O)c2ccc(-n3cc(-c4ccccc4)nn3)cc2)cc1OC,103,94,106,99,98,94,129,106,99
CCn1cc(C(=O)NNC(=O)Nc2c(Cl)cccc2Cl)c(=O)c2ccc(C)nc21,101,90,80,99,102,90,104,97,93
COc1cc(C2=Nc3c(N)ncnc3NC(c3sc(Cl)nc3Cl)C2)cc(OC)c1OC (stereo not given),103,100,80,90,90,74,63,101,87
O=[N+]([O-])c1ccc(-c2cc3c(Nc4ccc(OCc5cccc(F)c5)c(Cl)c4)ncnc3s2)cc1,82,80,55,103,101,54,34,90,70
CCOc1ccc(-n2c(-c3cc(OC)c(OC)c(OC)c3)nnc2-c2ccc(OC)cc2N)cc1,58,87,66,75,96,63,54,75,64
CC(C)(O)C#CC#CC(C)(C)O,113,106,98,.,98,99,.,104,99
COc1ccc(/C=C\C(=O)c2ccc(Cl)cc2)cc1OC,116,101,77,110,96,101,106,97,95
O=C(c1ccc([N+](=O)[O-])c([N+](=O)[O-])c1O)n1[nH]c(=O)c2ccccc2c1=O,25,77,61,102,110,74,26,78,56
Cc1ccc(C2=C(C#N)C3(C(=O)N(C)c4ccccc43)c3c(-c4ccccc4)nn(-c4ccccc4)c3N2)cc1 (stereo not given),99,104,96,87,95,95,118,110,102
CC(C)C(NC=O)C(=O)O (stereo not given),108,112,94,103,89,96,111,102,96
O=C1c2ccccc2-c2cccc3c(-c4ccc5c6c(cccc46)-c4ccccc4C5=O)ccc1c23,104,98,102,93,108,86,107,89,94
NC(=O)NCCCC(N)C(=O)O (stereo not given),101,104,96,100,113,96,106,112,98
Cc1nnc(NC/C=C/c2ccccc2)s1,106&104,97&102,98,118&98,112,99&94,100,111&102,102&102
O=C(N/N=C/c1cccc([N+](=O)[O-])c1)c1ccc(Br)o1,103,104,110,98,107,.,111,105,39
O=C(c1ccc(Nc2nccc(NCCCNc3ccnc4cc(Cl)ccc34)n2)cc1)N1CCCCC1,39,37,23,67,71,37,38,48,34
CC/C=C\C[C@H]1CC=C2C(=O)C=C[C@@H]2CC=CCCCC(=O)O[C@@H](CCCCC)CC=C2C(=O)C=C[C@@H]2CC=CCCCC(=O)O[C@@H](CCCCC)CC=C2C(=O)C=C[C@@H]2CC=CCCCC(=O)O[C@@H](CCCCC)CC=C2C(=O)C=C[C@@H]2CC=CCCCC(=O)O1,20[7.9 µM],12[7.9 µM],-46*[7.9 µM],73[7.9 µM],75[7.9 µM],13[7.9 µM],-14*[7.9 µM],22[7.9 µM],-22*[7.9 µM]
CCN(c1cc(-c2ccc(CN3CCC(/C=C/S(=O)(=O)c4ccccc4)CC3)cc2)cc(C(=O)NCc2c(C)cc(C)[nH]c2=O)c1C)C1CCOCC1,79,66,67,86,90,54,77,73,75
CC(=O)OC[C@@]12CC[C@]3(C)[C@H](CC[C@@H]4[C@@]5(C)CC=C(OC(C)=O)C(C)(C)[C@@H]5CC[C@]43C)[C@H]1[C@@H](C)C(C)=C(C(C)=O)C2,117,101,24,93,88,45,105,100,99
CC(=O)CC(=O)Nc1ccc(Cl)cc1,104,101,97,113,112,103,107,94,104
CCOC(=O)CC/C(C)=N\NC(N)=O,118,107,91,92,108,78,115,119,89
O=C(O)C1CCCN1C(=O)c1cccc(Cl)c1 (stereo not given),113,117,.,98,101,103,110,106,99
COc1ccc(CNC(=O)[C@H](O)[C@@H](N)Cc2ccccc2)cc1,113,93,101,110,98,108,119,104,108
C/C(=N\n1cnc2c(sc(=S)n2-c2ccc(Cl)cc2)c1=O)c1cnccn1,102,100,109,88,113,86,107,98,101

# Three compounds from above, limited to OVCAR-3.
Compound | OVCAR-3
O=C(Nc1ccc(Oc2ccc(NC(=O)Nc3ccc([N+](=O)[O-])cc3)cc2)cc1)Nc1ccc([N+](=O)[O-])cc1 | 8.3*
CC(C)C(NC=O)C(=O)O (stereo not given) | 111
COc1ccc(/C=C\C(=O)c2ccc(Cl)cc2)cc1OC | 106

# More records.
SMILES,DU-145,SF-268,U251,SK-OV-3,OVCAR-5,PC-3,OVCAR-3,OVCAR-4,OVCAR-8
Cc1ccc(Nc2nc(SCCC(C)C)nc(-c3ccc(F)cc3)c2C#N)cc1,91,81,88,85,85,77,99,92,90
C=CCNC(=S)NNC(=S)NCC=C,114,111,90,117,130,105,111,108,108
CN(C)CCOc1nc2c3cccnc3cc(-c3cccc(Cl)c3)c2c2ncccc12,14,27,11,45,46,22,18,21,15
COc1ccc(/C(=C\c2cc(OC)c(OC)c(OC)c2)C(=O)N2CCNCC2)cc1,112,103,95,108,102,91,108,110,105
Cn1cc(-c2nn3cc(-c4ccc(C(F)(F)F)cc4)nc3s2)c2ccccc21,106,115,99,103,100,.,110,106,100
Oc1c(Cl)cccc1-c1ccccc1,117,102,100,106,103,98,114,104,104
COc1ccc(-c2cc(-c3cc(OC)c(OC)c(OC)c3)[nH]c(=O)c2C#N)cc1,93,54,42,31,79,71,102,7.7*,13
c1ccc2cc(C[n+]3ccn(CCCCCn4cc[n+](Cc5ccc6ccccc6c5)c4)c3)ccc2c1,74,71,48,72,76,66,71,57,.
CC(C)(C)c1ccc(O)c(Cl)c1,89,98,104,122,98,89,116,102,103
O=C1C(=Nc2ccc(Cl)c(C(F)(F)F)c2)c2cccc3cccc1c23,114,93,78,115,99,87,81,107,78
N#C[Se]CCOC(=O)CCC(NC(=O)c1ccc(NCc2cnc3nc(N)[nH]c(=O)c3n2)cc1)C(=O)O (stereo not given),108,102,103,123,91,84,96,100,89
CCOC(=O)/C=C(/C)N,103,98,98,106,112,99,101,109,108
COc1ccc2cc([C@H](C)C(=O)NCc3ccccc3)ccc2c1,29,60,25,41,54,50,20,53,33
COc1ccccc1CNCCCN1C(=O)c2ccc3c4c(ccc(c24)C1=O)C(=O)N(CCCNCCCCN)C3=O,-71*,0.1*,-67*,14,-12*,-12*,-1.3*,-85*,-8.0*
C=C(C)[C@@H]1CC[C@]2(C=NCC#CCN3CCN(C)CC3)CC[C@]3(C)[C@H](CC[C@@H]4[C@@]5(C)CCC(=O)C(C)(C)[C@@H]5CC[C@]43C)[C@@H]12,97,90,93,99,111,64,101,89,97
CNc1nc2c(s1)C(c1ccc(F)c(F)c1)CC(=O)N2 (stereo not given),100,92,93,106,97,92,93,97,100
O=C(O)C1(NC2CCCCC2)CCCCC1,104,100,102,99,99,104,101,115,104
Cc1c(-c2noc(-c3ccc([N+](=O)[O-])cc3)n2)no[n+]1[O-],100,93,100,111,104,92,94,102,107
Nc1nonc1-n1nnc(C(=O)N2CCCC2)c1-c1ccccc1,105,108,102,94,103,95,105,86,101

# An excerpt of these results, with tabs.
SMILES	DU-145	SF-268	U251	SK-OV-3	OVCAR-5	PC-3	OVCAR-3	OVCAR-4	OVCAR-8
O=C1C(=Nc2ccc(Cl)c(C(F)(F)F)c2)c2cccc3cccc1c23	114	93	78	115	99	87	81	107	78
COc1ccccc1CNCCCN1C(=O)c2ccc3c4c(ccc(c24)C1=O)C(=O)N(CCCNCCCCN)C3=O	-71*	0.1*	-67*	14	-12*	-12*	-1.3*	-85*	-8.0*
Nc1nonc1-n1nnc(C(=O)N2CCCC2)c1-c1ccccc1	105	108	102	94	103	95	105	86	101

# Single records (already shown). Order of screens: DU-145 | SF-268 | U251 | SK-OV-3 | OVCAR-5 | PC-3 | OVCAR-3 | OVCAR-4 | OVCAR-8
# Entry for COc1ccccc1CNCCCN1C(=O)c2ccc3c4c(ccc(c24)C1=O)C(=O)N(CCCNCCCCN)C3=O = -71* | 0.1* | -67* | 14 | -12* | -12* | -1.3* | -85* | -8.0*
# Entry for Cn1cc(-c2nn3cc(-c4ccc(C(F)(F)F)cc4)nc3s2)c2ccccc21 = 106 | 115 | 99 | 103 | 100 | . | 110 | 106 | 100
# Entry for Oc1c(Cl)cccc1-c1ccccc1 = 117 | 102 | 100 | 106 | 103 | 98 | 114 | 104 | 104
# Entry for O=C(O)C1(NC2CCCCC2)CCCCC1 = 104 | 100 | 102 | 99 | 99 | 104 | 101 | 115 | 104
# Entry for CNc1nc2c(s1)C(c1ccc(F)c(F)c1)CC(=O)N2 (stereo not given) = 100 | 92 | 93 | 106 | 97 | 92 | 93 | 97 | 100

# Compounds listed so far that contain a furan ring, fused or not (2):
SMILES,DU-145,SF-268,U251,SK-OV-3,OVCAR-5,PC-3,OVCAR-3,OVCAR-4,OVCAR-8
N=c1c2c(-c3ccccc3)c(-c3ccccc3)oc2ncn1NC(=O)c1ccc(Cl)cc1,94,86,100,89,103,78,99,82,96
O=C(N/N=C/c1cccc([N+](=O)[O-])c1)c1ccc(Br)o1,103,104,110,98,107,.,111,105,39

# Source: PubChem BioAssay
